EZH2 inh = blocks human EZH2/PRC2 H3K27 methylation; AID 651548; inhibition, % at 12.5 µM; Q15910; DELFIA TRF, 1 h; 57,000 tested, 0.35% active;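 active means mean inhibition of replicates at least 50% and every single replicate also reaching 50%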;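 further: dimethyl H3K27 on biotinylated H3 21-44 peptide detected by antibody; plate controls were median neutral control wells for no effect and median positive control wells for full effect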
Target sequence (Q15910 whole entry, looked up): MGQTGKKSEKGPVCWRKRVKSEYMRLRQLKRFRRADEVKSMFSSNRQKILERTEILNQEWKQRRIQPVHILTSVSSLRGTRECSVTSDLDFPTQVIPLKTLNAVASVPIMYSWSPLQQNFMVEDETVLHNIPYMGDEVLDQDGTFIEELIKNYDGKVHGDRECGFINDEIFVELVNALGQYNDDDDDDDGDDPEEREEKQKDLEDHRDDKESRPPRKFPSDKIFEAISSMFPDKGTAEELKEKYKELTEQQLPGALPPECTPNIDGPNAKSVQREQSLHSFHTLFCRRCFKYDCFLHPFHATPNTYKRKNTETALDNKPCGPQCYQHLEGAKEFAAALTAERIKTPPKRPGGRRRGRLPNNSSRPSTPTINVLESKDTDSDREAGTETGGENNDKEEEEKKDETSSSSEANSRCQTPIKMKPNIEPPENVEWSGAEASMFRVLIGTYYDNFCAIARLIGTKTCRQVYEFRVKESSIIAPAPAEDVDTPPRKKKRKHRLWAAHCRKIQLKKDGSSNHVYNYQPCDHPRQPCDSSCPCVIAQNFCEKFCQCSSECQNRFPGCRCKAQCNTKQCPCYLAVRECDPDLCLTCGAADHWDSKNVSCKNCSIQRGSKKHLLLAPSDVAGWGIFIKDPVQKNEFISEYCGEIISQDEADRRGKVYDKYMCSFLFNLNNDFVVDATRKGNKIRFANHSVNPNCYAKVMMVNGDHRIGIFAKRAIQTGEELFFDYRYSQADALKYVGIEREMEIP
IDH1 mut inh = IDH1 R132H (human) inhibition; IDH1 R132H reductase, diaphorase/resazurin fluorescence, 60 min; inhibition, % at 10 µM; 70,000 tested, 0.18% active; AID 624101; in the data active means inhibition above about 34%;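 further: 0% = DMSO and 100% = no enzyme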
The depositor's hits bear a star; . = no result given. Some of the compounds tested. The share of hits here may be higher or lower than overall.

SMILES	EZH2 inh	IDH1 mut inh
C[C@@H]1CCCCO[C@H](CN(C)C(=O)Nc2cccc3ccccc23)[C@@H](C)CN([C@H](C)CO)C(=O)c2cc(NS(=O)(=O)c3cccs3)ccc2O1	.	0.7
Cc1noc(C)c1NC(=O)N(C)C[C@H]1Oc2ccc(NC(=O)NC3CCCCC3)cc2C(=O)N([C@H](C)CO)C[C@@H]1C	.	2.4
CNC[C@H]1OCCCC[C@H](C)Oc2ccc(NC(=O)Nc3ccc(OC)cc3)cc2C(=O)N([C@@H](C)CO)C[C@@H]1C	-2	.
O=C(NCCN1CCOCC1)c1cc(-c2ccccc2)on1	-15	0.0
O=C(Cc1ccncc1)N[C@H]1CC[C@@H](CCn2cc(-c3ccccc3F)nn2)O[C@H]1CO	-6	0.4
C[C@@H]1CCCCO[C@H](CN(C)C(=O)CCCN(C)C)[C@H](C)CN([C@@H](C)CO)C(=O)c2cc(NC(=O)Nc3ccc(C(F)(F)F)cc3)ccc2O1	.	9.9
COc1cccc(-c2cnc3c(c2)C(=O)N([C@@H](C)CO)C[C@@H](C)[C@H](CN(C)Cc2ccccc2)O3)c1	11	-15
Cc1noc(C)c1NC(=O)Nc1ccc2c(c1)C(=O)N([C@H](C)CO)C[C@@H](C)[C@@H](CN(C)Cc1ccccc1)OCCCC[C@@H](C)O2	.	0.0
CO[C@H]1CN(C)C(=O)c2ccc(NC(C)=O)cc2OC[C@H](C)N(C(=O)C2CCCCC2)C[C@@H]1C	10	-0.4
Cc1ccc(S(=O)(=O)Nc2ccc3c(c2)C(=O)N([C@H](C)CO)C[C@H](C)[C@@H](CN(C)C(=O)CCCN(C)C)OCCCC[C@@H](C)O3)cc1	.	0.6
C[C@H](CO)N1C[C@H](C)[C@@H](CN(C)C(=O)Nc2ccc(C(F)(F)F)cc2)Oc2ncc(/C=C/c3ccccc3)cc2C1=O	-23	-0.4
C[C@H](O)C#Cc1cnc2c(c1)C(=O)N([C@H](C)CO)C[C@@H](C)[C@@H](CN(C)C(=O)Nc1ccc(C(F)(F)F)cc1)O2	1	.
Cc1noc(C)c1NC(=O)Nc1ccc2c(c1)C(=O)N([C@H](C)CO)C[C@H](C)[C@H](CN(C)Cc1ccc(-c3ccccc3)cc1)O2	-8	.
C[C@@H]1CN([C@@H](C)CO)C(=O)c2cc(NS(=O)(=O)c3cn(C)cn3)ccc2O[C@H]1CN(C)C(=O)NC1CCCCC1	.	5.0
O=C(NCC[C@H]1CC[C@H](NC(=O)C2CCCCC2)[C@H](CO)O1)c1ccc(F)cc1	5	0.2
C[C@H]1CN([C@@H](C)CO)S(=O)(=O)c2ccc(C#Cc3ccc(F)cc3)cc2O[C@@H]1CN(C)C(=O)CN(C)C	-37	-0.3
C[C@@H]1CCCCO[C@@H](CN(C)C)[C@H](C)CN([C@@H](C)CO)C(=O)c2cc(NC(=O)C3CCCCC3)ccc2O1	14	-0.1
CO[C@H]1CN(C)C(=O)c2cc(NS(=O)(=O)c3cccc(Cl)c3)ccc2OC[C@H](C)NC[C@@H]1C	4	-0.1
CC(=O)N(C)C[C@H]1Oc2cc(-c3cccc(C#N)c3)ccc2S(=O)(=O)N([C@@H](C)CO)C[C@H]1C	2	-4.7
C[C@@H]1CN([C@@H](C)CO)C(=O)c2cccc(NC(=O)C3CCOCC3)c2O[C@@H]1CN(C)C(=O)Nc1ccc2c(c1)OCO2	0	3.7
C[C@@H]1CN([C@H](C)CO)C(=O)c2cc(-c3ccncc3)cnc2O[C@@H]1CN(C)C(=O)C1CC1	13	.
C[C@@H]1CN([C@@H](C)CO)C(=O)c2cccc(NS(=O)(=O)c3ccc(F)cc3)c2O[C@@H]1CN(C)CC1CCCCC1	-14	.
Cc1nn(C(C)C(=O)Nc2cc(C(F)(F)F)ccc2Cl)c(C)c1[N+](=O)[O-] (stereo unspecified)	-1	-0.1
C[C@H]1CN([C@@H](C)CO)C(=O)Cc2cc(NC(=O)C3CCCCC3)ccc2O[C@H]1CN(C)C(=O)NC1CCCCC1	-3	-0.2
O=C(Nc1ccccc1)C1=C[C@@H](c2ccc3c(c2)Cc2ccccc2-3)C[C@@H](OCc2ccc(CO)cc2)O1	10	.
O=C(C[C@H]1C=C[C@H](NC(=O)Nc2ccc(F)cc2)[C@H](CO)O1)NCc1ccccn1	1	-0.1
O=c1[nH]ccc2c(O)cccc12	0	-3.3
Cc1ccc(Cc2cncc(O)c2)cc1S(=O)(=O)O	11	-0.8
C[C@H]1CN([C@@H](C)CO)C(=O)c2cc(C3=CCCCC3)cnc2O[C@@H]1CN(C)C(=O)Nc1ccccc1	-16	.
CCO[C@H]1OC(C(=O)N2CCOCC2)=C[C@@H](c2ccc(Br)cc2)[C@@H]1CCCO	0	.
CCOC(=O)c1c(NC(=S)Nc2nc(C)cc(C)n2)sc2c1CCCCCC2	-13	-0.8
COc1ccc(C(=O)CSc2nnc(-c3ccccc3O)n2C)cc1	15	-0.5
O=C(CCCCCC(=O)N/N=C/c1cccnc1Cl)NO	5	.
C[C@H](CO)N1C[C@H](C)[C@@H](CN(C)S(C)(=O)=O)Oc2c(NC(=O)Nc3ccc(F)cc3)cccc2C1=O	-7	0.0
COc1ccccc1-c1cn(CC[C@@H]2CC[C@H](NC(=O)CCN3CCCCC3)[C@H](CO)O2)nn1	-19	-0.2
C[C@H](CO)N1C[C@H](C)[C@H](CN(C)S(=O)(=O)c2ccc(F)cc2)Oc2ncc(C#Cc3ccccc3)cc2C1=O	-4	-0.2
C[C@@H]1CN([C@H](C)CO)C(=O)c2cc(NC(=O)Nc3cccc4ccccc34)ccc2O[C@@H]1CN(C)Cc1ccc(-c2ccccc2)cc1	.	1.2
C[C@@H]1CN([C@@H](C)CO)C(=O)Cc2cc(NC(=O)Nc3ccc(C(F)(F)F)cc3)ccc2O[C@H]1CN(C)C(=O)Nc1ccc(C(F)(F)F)cc1	.	2.5
C[C@H]1CN([C@@H](C)CO)C(=O)c2ccccc2-c2ccccc2CO[C@@H]1CN(C)Cc1ccncc1	7	5.1
O=C(CCCCCCC(=O)Nc1ccccc1O)N/N=C/c1ccc2c(c1)Cc1ccccc1-2	34	.

The final 4 compounds of the part above come first, to join the parts:
SMILES	EZH2 inh	IDH1 mut inh
C[C@@H]1CN([C@H](C)CO)C(=O)c2cc(NC(=O)Nc3cccc4ccccc34)ccc2O[C@@H]1CN(C)Cc1ccc(-c2ccccc2)cc1	.	1.2
C[C@@H]1CN([C@@H](C)CO)C(=O)Cc2cc(NC(=O)Nc3ccc(C(F)(F)F)cc3)ccc2O[C@H]1CN(C)C(=O)Nc1ccc(C(F)(F)F)cc1	.	2.5
C[C@H]1CN([C@@H](C)CO)C(=O)c2ccccc2-c2ccccc2CO[C@@H]1CN(C)Cc1ccncc1	7	5.1
O=C(CCCCCCC(=O)Nc1ccccc1O)N/N=C/c1ccc2c(c1)Cc1ccccc1-2	34	.
C[C@@H]1CN([C@H](C)CO)C(=O)c2cccc(NS(=O)(=O)c3cn(C)cn3)c2O[C@@H]1CN(C)C(=O)Nc1ccc(F)cc1	.	1.7
C[C@H](C(=O)N(C)C[C@H]1OCc2ccccc2-c2ccccc2C(=O)N([C@H](C)CO)C[C@H]1C)c1ccccc1	11	.
CN(C)CC(=O)Nc1ccc2c(c1)[C@H]1C[C@@H](CC(=O)NCCN3CCCCC3)O[C@H](CO)[C@H]1O2	8	0.4
C[C@H]1CN([C@@H](C)CO)C(=O)c2cc(C#CCN(C)C)cnc2O[C@H]1CN(C)Cc1ccncc1	4	0.0
C[C@H]1CN([C@@H](C)CO)C(=O)Cc2cc(NS(C)(=O)=O)ccc2O[C@@H]1CN(C)S(=O)(=O)c1ccc(F)cc1	.	0.5
CO[C@@H]1CN(C)C(=O)c2cc(NC(C)=O)ccc2OC[C@@H](C)N(C(=O)Cc2ccccn2)C[C@@H]1C	11	0.1
Cc1noc(C)c1NC(=O)N[C@H]1CC[C@@H](CCNC(=O)C2CCCC2)O[C@H]1CO	0	0.3
O=C1O[C@@H](c2ccccc2)[C@@H](c2ccccc2)N2[C@@H](c3ccc(OCCO)cc3)[C@]3(C(=O)Nc4ccccc43)[C@@H](C(=O)N3CCN(c4ncccn4)CC3)[C@H]12	-15	.
O=C(C[C@H]1C=C[C@H](NC(=O)c2ccncc2)[C@H](CO)O1)NCC1CCCCC1	3	-0.2
C[C@@H]1CN([C@@H](C)CO)C(=O)c2c(c3ccccc3n2C)-c2ccccc2CO[C@@H]1CN(C)C(=O)[C@@H]1CCCN1C	-25	-0.3
COc1ccc(S(=O)(=O)N(C)C[C@@H]2Oc3cc(C#CC4CC4)ccc3S(=O)(=O)N([C@H](C)CO)C[C@H]2C)cc1	11	.
COc1ccc(NC(=O)CSc2n[nH]c(N)n2)cc1Cl	-13	0.6
CCCC#Cc1cnc2c(c1)C(=O)N([C@@H](C)CO)C[C@@H](C)[C@@H](CN(C)C(=O)CCN1CCCCC1)O2	6	0.3
C[C@H]1CN([C@@H](C)CO)C(=O)c2cc(NC(=O)CCN3CCOCC3)ccc2O[C@@H]1CN(C)S(=O)(=O)c1ccccc1	6	0.3
C[C@@H]1CCCCO[C@H](CN(C)CC2CC2)[C@H](C)CN([C@@H](C)CO)C(=O)c2cc(NS(=O)(=O)c3ccccc3)ccc2O1	.	3.2
COc1ccc(S(=O)(=O)N[C@@H]2CC[C@@H](CCNC(=O)Cc3ccccn3)O[C@H]2CO)cc1	10	0.2
CC(C)NC(=O)Nc1ccc2c(c1)C(=O)N([C@H](C)CO)C[C@@H](C)[C@H](CN(C)C)O2	-4	1.7
CO[C@H]1CN(C)C(=O)c2cc(NC(=O)C3CC3)ccc2OC[C@@H](C)N(C)C[C@@H]1C	-3	0.1
C[C@H]1CN([C@@H](C)CO)C(=O)c2cccc(N(C)C)c2O[C@@H]1CN(C)S(=O)(=O)c1cn(C)cn1	9	.
CCCN1C[C@H](C)[C@@H](OC)CN(C)C(=O)c2cc(NC(=O)Nc3cccc(OC)c3)ccc2OC[C@H]1C	1	0.2

Full records from above.
CCCN1C[C@H](C)[C@@H](OC)CN(C)C(=O)c2cc(NC(=O)Nc3cccc(OC)c3)ccc2OC[C@H]1C as listed: EZH2 inh: 1; IDH1 mut inh: 0.2
C[C@H]1CN([C@@H](C)CO)C(=O)c2cccc(N(C)C)c2O[C@@H]1CN(C)S(=O)(=O)c1cn(C)cn1 as listed: EZH2 inh: 9; IDH1 mut inh: .

Other entries.
SMILES	EZH2 inh	IDH1 mut inh
Cc1noc(C)c1NC(=O)N(C)C[C@@H]1Oc2c(NS(=O)(=O)c3ccc(F)cc3)cccc2C(=O)N([C@@H](C)CO)C[C@@H]1C	.	1.8
COCCNC(=O)C[C@@H]1C[C@H]2c3cc(NC(=O)Cc4ccncc4)ccc3O[C@H]2[C@@H](CO)O1	-7	-0.1
Cc1cc(C)c(S(=O)(=O)N(CC(=O)Nc2ccccc2C(F)(F)F)C2CCCCC2)c(C)c1	16	-0.3
C[C@@H]1CN([C@H](C)CO)C(=O)c2cccc(NS(=O)(=O)c3ccccc3)c2O[C@@H]1CN(C)Cc1ccc(C(F)(F)F)cc1	-4	.
Cc1cccc(S(=O)(=O)N(C)C[C@H]2OCc3ccccc3-c3ccccc3C(=O)N([C@@H](C)CO)C[C@@H]2C)c1	-5	0.2
CO[C@H]1CN(C)C(=O)c2cc(NC(=O)Nc3ccccc3F)ccc2OC[C@H](C)N(C(C)=O)C[C@H]1C	-10	-0.1
C[C@@H]1CN([C@H](C)CO)C(=O)c2cccc(NS(=O)(=O)c3ccccc3)c2O[C@H]1CN(C)C(=O)Nc1ccccc1	11	1.3
CCc1c(O)cc(O)c2c1O[C@H](C)CC2=O	.	0.4
O=C(Cc1ccccn1)NCC[C@H]1CC[C@H](NC(=O)Nc2ccccc2)[C@@H](CO)O1	-6	0.1
C[C@@H]1CCCCO[C@@H](CN(C)Cc2ccc(C(=O)O)cc2)[C@H](C)CN([C@@H](C)CO)C(=O)c2cc(NS(=O)(=O)c3cn(C)cn3)ccc2O1	.	1.2
C[C@H](CO)N1C[C@H](C)[C@H](CN(C)C(=O)c2ccncc2)Oc2cc(-c3cccc(C#N)c3)ccc2S1(=O)=O	-3	1.1
COc1ccc(NC(=O)Nc2ccc3c(c2)C(=O)N([C@H](C)CO)C[C@@H](C)[C@H](CN(C)S(=O)(=O)c2cn(C)cn2)OCCCC[C@H](C)O3)cc1	.	-7.9
CO[C@H]1CN(C)C(=O)c2ccc(NC(C)=O)cc2OC[C@@H](C)N(C(=O)Cc2cccnc2)C[C@H]1C	8	0.1
C[C@@H]1CN([C@@H](C)CO)C(=O)Cc2cc(NC(=O)Nc3cccc4ccccc34)ccc2O[C@H]1CN(C)C(=O)Nc1ccccc1	-18	-0.5
C[C@@H]1CN([C@H](C)CO)C(=O)CCCn2nncc2CO[C@H]1CN(C)Cc1cccc2c1OCCCO2	2	.
C[C@@H]1CN([C@@H](C)CO)C(=O)Cc2cc(NS(=O)(=O)c3ccc(Cl)cc3)ccc2O[C@@H]1CN(C)C(=O)Nc1cccc2ccccc12	.	1.0
C[C@@H]1CN([C@H](C)CO)S(=O)(=O)c2ccc(-c3cncnc3)cc2O[C@@H]1CN(C)C(=O)CN(C)C	1	-0.3
CC(C)NC(=O)N(C)C[C@H]1Oc2cc(C#CC3CC3)ccc2S(=O)(=O)N([C@@H](C)CO)C[C@H]1C	-16	0.2
Cc1ccc(-c2cnc3c(c2)C(=O)N([C@H](C)CO)C[C@@H](C)[C@H](CN(C)C)O3)cc1	7	-1.1
C[C@@H]1CN([C@@H](C)CO)S(=O)(=O)c2ccc(-c3ccccc3)cc2O[C@H]1CN(C)C(=O)C1CC1	5	.
